tim23-1 inh: inhibits growth of tim23-1 mutant yeast; inhibition, % at 20 µM; hit rate 1.3% among 330,000; S. cerevisiae tim23-1 growth, BacTiter-Glo luminescence, 24 h;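 active means growth inhibition of the mutant yeast at or above 50%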;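 further: temperature-sensitive mutant grown at 25 °C; plate controls were DMSO-treated mutant yeast for no effect and medium wells lacking yeast for full effect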
tim10-1 inh: growth inhibitors of tim10-1 mutant yeast; inhibition, % at 20 µM; AID 463190; S. cerevisiae tim10-1 ts strain growth, BacTiter-Glo, 24 h; hit rate 2.2% among 330,000;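 active means inhibition of at least 40%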;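 further: mutant grown at 25 °C; 0% = DMSO wells with yeast and 100% = wells holding no yeast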
UPR CHOP act: activators of apoptotic arm of unfolded protein response (CHOP) | CHO-CHOP luciferase reporter, UPR activation, luminescence; percent of tunicamycin response over DMSO baseline | activation, % at 10 µM | hit rate 0.34% among 330,000 | AID 449763;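 active means at 10 µM dose, activation of 40% or more, normalized to positive control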;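 further: 100% = tunicamycin at 10 µg/mL and 0% = DMSO alone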
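measured by = luciferase luminescence | assay system = CHO-CHOP cells, stable luciferase reporter of PERK-eIF2a-CHOP signalling | amount = 500 reporter cells seeded per well | timing = 6 h compound exposure at 37 °C after overnight seeding | controls = positive tunicamycin 10 µg/mL, negative DMSO alone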
CXCR6 inh: CXCR6 (human) receptor inhibition; hit rate 0.36% among 360,000; O00574; CHO-K1 PathHunter CXCR6 beta-arrestin, luminescence; inhibition, % at 20 µM; AID 602244; in the data active means inhibition above about 34%, passing the limit was not always enough;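 further: antagonist mode with CXCL16 agonist at 10 nM final; 0% = 10 nM CXCL16 with DMSO and 100% = unstimulated wells without agonist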
TIM10 inh: growth inhibitors of TIM10 yeast strain | inhibition, % at 10 µM | hit rate 1.4% among 330,000 | S. cerevisiae TIM10 strain growth, BacTiter-Glo luminescence, 24 h;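 active means inhibition of 40% or more at the single tested concentration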;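 further: wild-type TIM10 isogenic control strain grown at permissive 25 °C; 0% = DMSO yeast wells and 100% = minimal medium wells without yeast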
APJ ag: activates the human apelin receptor APJ; P35414; CHO-K1 APJ PathHunter beta-arrestin, luminescence; 0% DMSO wells, 100% apelin; activation, % at 20 µM; hit rate 0.11% among 330,000; AID 2520;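 active means activation more than six SD over the plate average, tested at 20 µM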;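 further: 0% = DMSO alone and 100% = apelin-13 at 10 nM; some results filed as inactive read as strong as hits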
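Assay system – PathHunter CHO-K1 APJ (AGTRL-1) beta-arrestin reporter cells · Compound – one dose, 20 µM compound, 1% DMSO · Timing – compound 90 min 25 °C, reagent 1 h · Measured by – luminescence from split beta-galactosidase complementation, Galacton Star/Emerald II substrate · Measure – beta-arrestin recruitment to APJ as agonist activity, luminescent signal · Benchmarks – DMSO vs Apelin-13 10 nM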
UPR XBP1 act: activators of adaptive arm of unfolded protein response (XBP1); AID 463104; hit rate 0.33% among 330,000; activation, % at 20 µM; CHO-XBP1 luciferase reporter, IRE1-XBP1 UPR activation, luminescence; percent of tunicamycin response, DMSO as zero;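 active means versus positive control, 20 µM dose yields 30% or more activation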;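 further: 100% = tunicamycin at 10 µg/mL and 0% = DMSO only wells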
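Signal: luciferase luminescence; Assay system: CHO-XBP1 luciferase reporter cells; Amount: one thousand reporter cells per well; Dosing: 20 µM single concentration, DMSO 1%; Benchmarks: high control tunicamycin 10 µg/mL final, low control DMSO vehicle only; Schedule: 6 h compound exposure at 37 °C, 5% CO2; Evaluation: percent activation relative to tunicamycin reference.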
Mdm2 MdmX PPI: disrupts the human Mdm2-MdmX interaction; O15151+Q00987; SaOS-2 split-luciferase Mdm2/MdmX complementation, luminescence; inhibition, % at 8 µM; hit rate 3% among 330,000; AID 485346;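 active means inhibition of at least 50% at 8 µM in the primary screen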
Target sequence (O15151 whole entry, looked up): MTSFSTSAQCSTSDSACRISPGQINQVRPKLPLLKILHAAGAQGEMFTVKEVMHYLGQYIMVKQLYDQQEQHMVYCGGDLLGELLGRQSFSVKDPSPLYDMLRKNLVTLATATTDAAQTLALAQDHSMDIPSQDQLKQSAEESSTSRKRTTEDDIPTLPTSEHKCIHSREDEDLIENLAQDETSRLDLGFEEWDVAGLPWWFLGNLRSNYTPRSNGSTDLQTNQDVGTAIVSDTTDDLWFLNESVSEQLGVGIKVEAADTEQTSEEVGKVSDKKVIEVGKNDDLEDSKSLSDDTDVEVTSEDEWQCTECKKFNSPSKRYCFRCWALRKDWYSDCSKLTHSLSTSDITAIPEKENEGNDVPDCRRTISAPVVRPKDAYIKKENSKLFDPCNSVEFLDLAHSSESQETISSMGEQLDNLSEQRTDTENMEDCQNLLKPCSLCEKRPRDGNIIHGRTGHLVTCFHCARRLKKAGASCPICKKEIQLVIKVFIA
Target sequence (Q00987 whole entry, looked up): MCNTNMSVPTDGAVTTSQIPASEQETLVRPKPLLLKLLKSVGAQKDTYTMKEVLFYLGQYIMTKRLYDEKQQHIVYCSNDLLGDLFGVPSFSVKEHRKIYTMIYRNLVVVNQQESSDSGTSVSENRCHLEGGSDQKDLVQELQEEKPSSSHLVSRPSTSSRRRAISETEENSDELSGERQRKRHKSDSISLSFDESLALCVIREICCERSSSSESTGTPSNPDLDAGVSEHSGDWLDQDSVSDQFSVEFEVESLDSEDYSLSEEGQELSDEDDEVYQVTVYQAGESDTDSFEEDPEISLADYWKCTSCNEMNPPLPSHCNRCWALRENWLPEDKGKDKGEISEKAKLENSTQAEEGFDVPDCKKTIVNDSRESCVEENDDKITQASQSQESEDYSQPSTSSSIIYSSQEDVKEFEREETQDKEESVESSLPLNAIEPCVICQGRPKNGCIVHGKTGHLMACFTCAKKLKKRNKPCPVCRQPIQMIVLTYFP
APJ antag: APJ receptor antagonism; inhibition, % at 20 µM; P35414; CHO-K1 APJ beta-arrestin complementation, luminescence; hit rate 0.32% among 330,000;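 active means inhibition above about 40% at 20 µM, limit read from the data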;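 further: cells challenged with 10 nM apelin-13 agonist together with compound; plate controls were apelin-13 plus DMSO wells for no effect and DMSO wells lacking apelin-13 for full effect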
* hit, by the source's call; / = no result given. Only part of the results is shown (hit frequency here may not be typical).

Sample of the layout, two compounds:
SMILES	tim23-1 inh	tim10-1 inh	UPR CHOP act	CXCR6 inh	TIM10 inh	APJ ag	UPR XBP1 act	Mdm2 MdmX PPI	APJ antag
CON(c1nc(Cl)nc(N(C)C)n1)S(=O)(=O)c1ccc(C)cc1	44.4	31.0	-2.1	9.3	17.7	-2.6	-4.5	17.9	15.1
O=C(COc1c(Br)cc(Br)cc1Br)N/N=C/c1ccco1	3.9	-14.8	0.2	-0.9	-6.5	-2.3	1.5	37.5	-15.0

Results, repeating the preview:
SMILES	tim23-1 inh	tim10-1 inh	UPR CHOP act	CXCR6 inh	TIM10 inh	APJ ag	UPR XBP1 act	Mdm2 MdmX PPI	APJ antag
CON(c1nc(Cl)nc(N(C)C)n1)S(=O)(=O)c1ccc(C)cc1	44.4	31.0	-2.1	9.3	17.7	-2.6	-4.5	17.9	15.1
O=C(COc1c(Br)cc(Br)cc1Br)N/N=C/c1ccco1	3.9	-14.8	0.2	-0.9	-6.5	-2.3	1.5	37.5	-15.0
Cc1ccc(-c2csc(NC(=O)c3ccccc3F)c2C(=O)O)cc1	83.5*	78.7*	2.1	-9.0	73.8*	-4.4	3.6	-0.9	9.6
O=C(NCc1ccccc1)C1CC(=O)N(C2CCCCCC2)C1 (configuration not stated)	15.6	8.7	-1.9	10.1	-12.5	-1.8	-1.7	-29.9	-8.7
Cc1cc(C(=O)CSc2nn(-c3ccccc3)c(=S)s2)c(C)n1Cc1ccco1	18.7	25.2	-1.0	3.2	10.0	-3.2	1.6	22.9	12.4
CC12C(=O)N(c3ccccc3C(=O)O)C(=O)C1C1C=CC2C1 (configuration not stated)	0.9	5.1	0.7	3.0	-5.8	-2.3	8.6	-19.4	-3.8
O=C(Nc1ccc(Cl)cc1)OCc1cn(-c2ccc(Cl)cc2)nn1	10.4	13.7	0.4	-1.2	2.4	-0.7	2.3	-16.5	12.6
O=C(NC1CCN(C(=O)NCc2ccccc2)CC1)c1ccco1	7.1	6.0	-0.7	5.7	-10.9	-4.7	0.9	5.8	-22.0
CSc1ccc(/C=C/C(=O)c2ccc(O)cc2)cc1	12.5	-8.6	5.9	10.8	18.6	-3.6	0.6	-39.6	-5.2
C#CCNc1nc(CC)nc2c1nnn2Cc1ccccc1F	-17.2	15.8	-0.8	-13.6	8.4	-2.7	2.4	0.7	2.8
Fc1ccc(N2N=C(c3cccs3)CC2c2ccccc2)cc1 (configuration not stated)	28.2	38.5	2.0	-1.8	24.0	-4.7	0.7	-9.1	-4.8
COc1cccc(CNC(=O)CCc2ccc(OC)c(OC)c2)c1	3.6	16.5	0.4	2.1	-12.4	0.5	-2.5	5.8	1.8
Cc1ccc(S(=O)(=O)N2CCCCC2)cc1NC(=O)COC(=O)C1CC2C=CC1C2 (configuration not stated)	10.2	19.8	1.6	-7.4	18.5	-4.3	-1.4	22.4	5.0
CCn1c(SCC(=O)NC2CCCCC2)nnc1-c1ccccn1	-0.5	-10.6	-1.3	4.9	-12.3	-1.1	-8.5	-8.2	-5.5
CCOc1ccc(CCNC(=O)Cc2ccc(NC3=NC4CS(=O)(=O)CC4S3)cc2)cc1 (configuration not stated)	3.9	-18.5	1.2	4.6	0.3	2.2	4.8	20.3	-7.0
COc1cc2cnc(-c3ccsc3)c(-c3ccc(F)cc3)c2cc1OC	13.9	-8.7	-2.3	4.7	-40.7	0.3	13.4	23.9	10.9
Cc1ccc(-c2noc(-c3ccno3)n2)cc1	19.1	7.5	7.4	3.6	-6.4	-4.6	3.0	-9.3	-11.7
Cc1ccc(-c2nnn(CC(=O)N(CC(=O)NC(C)C)c3cnc4ccccc4c3)n2)o1	17.3	17.0	-1.6	2.7	3.1	0.7	-0.3	-13.7	3.8
Cc1onc(-c2ccccc2)c1CNS(=O)(=O)c1cccc(Cl)c1	20.2	18.4	-1.0	-8.4	21.9	-4.4	0.5	16.6	17.3
Cc1cc(Nc2ccccc2F)n2nc(C)nc2n1	12.7	1.9	-2.0	-1.9	3.9	-5.1	0.9	8.9	12.7
CCOC(=O)c1c(NC(=O)c2c(C(=O)O)cccc2[N+](=O)[O-])sc(C)c1C	-7.4	0.0	-0.7	-3.0	14.3	-3.7	0.9	28.4	2.4
Cn1cc(C(=O)NCc2ccc(F)cc2)c(=O)c2cc(S(=O)(=O)N3CCCCC3)ccc21	6.7	12.1	3.0	0.8	0.6	-2.4	-2.8	26.9	-10.8
CSc1nnc(C)c(/C=C/NOCc2cccc(F)c2)n1	42.0	29.4	-0.7	4.8	31.0	-3.3	-2.4	-4.9	-17.1
CCOC(=O)c1cc(=O)n2[nH]c(-c3ccc(C)cc3)cc2n1	8.6	8.4	0.7	-1.8	-1.9	-2.1	-1.2	23.6	-5.1
Cc1nc(-c2ccc(F)cc2)c(CC(=O)N(C)CC(=O)Nc2ccccc2Cl)s1	13.3	9.0	6.4	-5.3	2.5	-0.8	1.4	7.9	0.7
COC(=O)c1c(C(=O)OC)c(-c2ccccc2)n2c1CS(=O)C2 (configuration not stated)	-10.7	-3.0	-1.0	0.6	1.5	0.7	5.5	-13.6	-8.1
O=C(/C(=C/O)N=Nc1ccccc1)c1cccs1	38.2	23.6	4.1	4.8	8.6	-2.4	0.5	-8.1	-4.1
Cc1nn(-c2ccccc2)c(C)c1C(=O)OCC(=O)NC12CC3CC(CC(C3)C1)C2	61.9*	42.8*	1.3	-3.9	53.6*	-3.4	-1.8	17.0	-2.0
c1ccc(-c2nnsc2-c2ccccc2)cc1	0.7	-3.1	1.8	6.9	5.1	-0.3	0.1	-24.2	13.0
CC(C)(CNC(=O)c1ccc(S(=O)(=O)N2CCCC2)cc1)N1CCOCC1	-4.0	2.0	-0.6	-3.9	7.5	2.1	0.2	-7.1	2.5
S=C(NCc1ccc(Cl)cc1)NC1CCN(Cc2ccccc2)CC1	-10.8	18.4	0.7	-13.9	1.5	-2.0	-1.9	29.2	7.4
O=C(C1CCC(N2C(=O)C3CC=CCC3C2=O)CC1)N1CCCCC1 (configuration not stated)	12.8	18.5	-1.1	8.4	10.7	0.0	-2.2	4.8	4.3
Cc1ccc(CSCc2ccc(C(=O)O)o2)cc1	4.8	-3.3	0.7	-1.4	22.1	-4.6	-3.2	10.1	17.0
CC1CCCN(c2c([N+](=O)[O-])c(=O)oc3ccccc23)C1 (configuration not stated)	27.5	16.9	1.3	-1.4	18.6	3.3	0.4	-24.8	-18.6
Cc1cc(Sc2nc(NC(C)(C)C)nc(N3CCOCC3)n2)nc(Cl)n1	-0.7	17.3	3.9	2.5	1.6	-2.6	2.3	-1.7	-4.6
CCOC(=O)N1CCN(S(=O)(=O)c2ccc(Br)cc2)CC1	4.6	10.1	-0.5	4.9	-4.9	1.2	-3.2	9.3	8.1
Cc1ccccc1C(=O)N1CCC(C(=O)N(C)CC(=O)Nc2cccc(F)c2)CC1	14.8	15.4	0.6	0.6	10.9	-5.1	-2.9	26.0	3.8
Cc1ccc(/C=N/Nc2cn[nH]c(=O)n2)o1	0.5	11.0	-1.2	-6.5	11.8	-2.3	-2.5	-31.9	13.0
Cc1oc(-c2ccccc2)nc1CS(=O)CC(=O)NC1CCCCCC1 (configuration not stated)	17.1	17.1	0.1	5.6	11.7	-5.5	-3.4	5.3	17.6
COc1ccc(N2CCN(C(=O)CCC(=O)N3CC(C)Oc4ccccc43)CC2)cc1 (configuration not stated)	2.7	15.6	0.1	6.7	-0.7	3.4	-4.2	13.0	22.4
COc1cc2c(c(OC)c1OC)C(c1ccccc1C)CC(=O)O2 (configuration not stated)	54.7*	3.1	-0.3	2.6	5.2	/	-0.2	12.6	/
O=C(/C=C/Nc1ccccc1)c1ccc(Cl)cc1Cl	35.7	19.9	2.2	2.2	7.8	-1.5	-3.7	-169.6	-10.5
Cc1noc(NS(=O)(=O)c2ccc(NC(=O)CSc3nc4c(cc3C#N)CCCCC4)cc2)c1C	7.8	18.5	0.0	-7.0	8.8	-2.9	-0.6	-19.8	14.8
Cc1[nH]c(=O)[nH]c(=O)c1S(=O)(=O)N(CC(C)C)CC(C)C	5.4	7.9	1.9	-6.8	-13.2	-0.9	-1.2	-0.3	-5.9
OC(CNC1CCCc2ccccc21)COc1c(Cl)cccc1Cl (configuration not stated)	-49.1	4.0	-3.9	-7.9	-19.1	-3.5	-2.5	16.4	8.4
CN(/N=C/c1ccc(C(C)(C)C)cc1)C1=NCCN1	4.0	10.2	-1.7	2.4	-12.5	-0.5	-1.5	25.5	-3.6
O=C(NCc1ccco1)/C(=C/c1ccccc1)NC(=O)c1ccco1	7.6	11.1	-0.3	-1.2	-9.4	2.5	-0.4	11.1	10.8
Cc1cc(Nc2ncc(Cl)cc2Cl)n(-c2ccccc2C)n1	39.8	21.2	0.6	10.9	32.7	-1.4	-0.7	-20.6	5.5
CC(=O)NC(Cc1c[nH]c2ccccc12)C(=O)N1CCc2ccccc2C1 (configuration not stated)	9.9	14.5	2.5	-12.5	8.1	3.0	-0.2	8.8	8.5
C=CCN(CC(=O)NCc1ccc(F)cc1)C(=O)c1csnn1	-1.6	-1.5	0.1	-3.8	-2.4	1.3	0.8	-12.2	-0.4
O=C(c1ccccc1)N(Cc1ccccc1)Cc1ccccc1	35.2	-0.2	-0.7	2.6	4.1	-2.6	-3.7	-3.6	13.0
Cc1cc(NC(=O)CNCC(c2ccccc2)N(C)C)c([N+](=O)[O-])cc1C (configuration not stated)	8.7	18.7	-2.2	-3.9	-8.1	2.0	-2.5	27.1	-5.5
CC1CCC2(CC1)NC(=S)N(c1ccccc1)N2 (configuration not stated)	11.8	-27.3	-0.9	-5.1	-26.5	0.2	-0.4	11.8	-0.3
CCCc1cc(C(=O)Nc2cccc3ccccc23)n(C)n1	28.1	8.2	2.6	-2.1	21.0	-0.1	-1.8	12.2	8.5
CC(O)(c1ccccc1)C(c1ccccc1)C1CCCCN1 (configuration not stated)	1.9	-1.2	1.3	-4.2	-12.2	-3.4	0.2	-12.1	-9.4
N#CC1(C#N)C2=C(CCCC2)NC(c2ccccc2)C1(C#N)C#N (configuration not stated)	13.5	5.2	1.7	/	-1.9	5.9	-5.8	-5.0	-6.8
Cc1ccc2c(c1)C1CN(C)CCC1N2C(=O)c1cccc(S(=O)(=O)N2CC(C)CC(C)C2)c1 (configuration not stated)	24.9	46.7*	1.3	0.4	55.0*	1.0	-1.5	7.8	-0.9
O=C(CCC(=O)N(CC(=O)NC1CCCC1)c1ccccc1F)Nc1nccs1	22.3	5.8	-1.1	5.0	-0.6	-3.2	0.8	-7.5	-7.2
COc1ccccc1C(=O)NCC(c1cccs1)N1CCc2ccccc21 (configuration not stated)	26.4	7.1	1.9	22.4	-8.6	-6.5	-2.3	35.8	-46.5
Cc1nn(C)c(C(=O)NNC(=S)NCc2ccccc2)c1Cl	15.8	19.0	1.1	7.8	4.5	-4.7	-2.8	27.5	4.9
O=C(C1CCN(S(=O)(=O)c2ccccc2)CC1)N1CCC1	1.6	1.4	0.8	14.0	-2.8	-2.0	-1.9	4.5	3.4
